Screens: PubChem, several laboratories
Anthrax LF prot: blocks Bacillus anthracis lethal factor protease; P15917; multiplex microsphere protease cleavage assay, LF; inhibition, % at 10 µM; 360,000 compounds, 0.12% hits; also: plate controls were buffer without enzyme for full effect and enzyme alone for no effect
Target sequence (P15917 whole entry, looked up): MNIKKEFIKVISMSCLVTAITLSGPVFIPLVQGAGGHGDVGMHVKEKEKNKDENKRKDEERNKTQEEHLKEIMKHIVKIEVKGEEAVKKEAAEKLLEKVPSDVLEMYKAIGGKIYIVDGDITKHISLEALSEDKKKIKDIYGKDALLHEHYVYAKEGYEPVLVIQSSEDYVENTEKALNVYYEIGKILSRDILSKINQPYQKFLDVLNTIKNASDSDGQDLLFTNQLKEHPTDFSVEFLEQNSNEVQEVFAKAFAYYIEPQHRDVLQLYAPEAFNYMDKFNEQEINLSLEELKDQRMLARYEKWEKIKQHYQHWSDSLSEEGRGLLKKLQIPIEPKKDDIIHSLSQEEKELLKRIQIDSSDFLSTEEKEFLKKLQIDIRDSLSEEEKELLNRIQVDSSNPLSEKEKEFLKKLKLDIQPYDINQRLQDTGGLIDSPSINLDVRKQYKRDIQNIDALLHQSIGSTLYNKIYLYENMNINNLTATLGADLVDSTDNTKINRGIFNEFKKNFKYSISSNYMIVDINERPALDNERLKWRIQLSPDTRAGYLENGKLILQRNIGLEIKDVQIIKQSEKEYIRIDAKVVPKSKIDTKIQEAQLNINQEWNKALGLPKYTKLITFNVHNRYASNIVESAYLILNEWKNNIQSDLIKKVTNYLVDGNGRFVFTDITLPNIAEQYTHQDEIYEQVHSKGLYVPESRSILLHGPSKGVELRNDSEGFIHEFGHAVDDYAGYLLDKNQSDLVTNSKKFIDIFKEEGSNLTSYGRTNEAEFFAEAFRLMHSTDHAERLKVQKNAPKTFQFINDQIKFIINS
CCHFV vOTU inh: CCHFV vOTU protease inhibition | 370,000 compounds, 0.55% hits | inhibition, % at 11.5 µM | Pep-AMC fluorescence | AID 651958; in the data active = inhibition above about 30%; also: 0% = vehicle wells with enzyme and 100% = no enzyme wells
MazEF act: increases E. coli MazEF RNase cleavage of RNA; P0AE70; FAM/BHQ RNA-DNA oligo cleavage fluorescence, 5 h; activation, % at 20 µM; 350,000 compounds, 0.32% hits; AID 504720; in the data active = activation above about 50%
Target sequence (P0AE70 whole entry, looked up): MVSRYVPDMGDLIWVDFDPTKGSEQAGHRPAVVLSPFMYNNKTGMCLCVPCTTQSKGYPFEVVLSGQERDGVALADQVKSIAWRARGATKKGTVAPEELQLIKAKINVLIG
SARS 3CLpro inh: SARS-CoV 3CLpro protease inhibition; P0C6X7; recombinant SARS-CoV 3CLpro, quenched FRET peptide cleavage; inhibition, % at 6 µM; 290,000 compounds, 0.14% hits; AID 1706; in the data active = inhibition above about 12%
VHR inh abs: DUSP3 (human) phosphatase inhibition; P51452; recombinant VHR phosphatase, pNPP absorbance; inhibition, % at 13.3 µM; 290,000 compounds, 0.52% hits; in the data active = inhibition above about 50%; also: some compounds called inactive have numbers as strong as hits
Rv3671c inh: inhibitors of M. tuberculosis serine protease Rv3671c. P9WHR9. inhibition, % at 5.96 µM. 320,000 compounds, 0.048% hits. AID 2606; in the data active = inhibition above about 38%;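 also: extracellular domain of Rv3671c used as enzyme; 0% = enzyme with DMSO and 100% = no enzyme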
BoNT-F LC inh: BoNT F light chain protease inhibition. inhibition, % at 10 µM. AID 588497. Multiplex microsphere protease cleavage assay, flow cytometry. 360,000 compounds, 0.22% hits; in the data active = inhibition above about 35%, passing the limit was not always enough; inconclusive = no clear call, values can overlap the other calls; also: plate controls were buffer without enzyme for full effect and enzyme alone for no effect
PrPC TRFRET: cell surface PrPC inhibition, primary TR-FRET screen; TR-FRET read-out; inhibition, % at 13.8 µM; 370,000 compounds, 0.43% hits; AID 720596; in the data active = inhibition above about 24%; also: 0% = median of the test wells and 100% = reference compound wells
SSB-PriA inh: blocks PriA binding to SSB C-terminal tail; AlphaScreen SSBct-PriA binding, biotinylated peptide; inhibition, % at 33 µM; 430,000 compounds, 0.6% hits; AID 1272365; in the data active = inhibition mostly above about 37%, no sharp cut-off; inactive = mostly below about 20%;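 also: plate controls were negative control peptide for no effect and reference peptide for full effect; strong numbers were not always called active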
BoNT-A LC inh2: blocks Botulinum neurotoxin A light chain protease; multiplex microsphere protease substrate cleavage, flow cytometry; inhibition, % at 10 µM; 360,000 compounds, 0.17% hits; AID 588499; also: plate controls were buffer without enzyme for full effect and enzyme alone for no effect
Numbers without * were called inactive; i = inactive; ? = inconclusive; . = not tested or not shown; & = joins results of further samples. Rule as the data show it, unless noted: active = inhibition above about 30%; inconclusive = no clear call, values can overlap the other calls; inactive = below that.

Every second line gives: Anthrax LF prot	CCHFV vOTU inh	MazEF act	SARS 3CLpro inh	VHR inh abs	Rv3671c inh	BoNT-F LC inh	PrPC TRFRET	SSB-PriA inh	BoNT-A LC inh2
1. COc1ccccc1-c1csc(C(NC(C)=O)c2cccc(F)c2)n1 (centres undefined)
→ -4	-3	.	.	.	.	-1	-4	.	0.8
2. CC1CCCCN1C(=O)c1ccc(S(=O)(=O)N2CCCCC2C)cc1 (centres undefined)
→ 2	5	6	-1	32	1	3	-5	-18	-0.8
3. CN(C)C(=O)N1CCC(C(=O)N2CCCC(C(=O)c3cccc4ccccc34)C2)CC1 (centres undefined)
→ -3	-5	2	3	8	-2	2	-2	-2	0.2
4. COc1ccc(CCN2C(=O)CC(NNC(=O)c3cccc(O)c3)C2=O)cc1 (centres undefined)
→ -5	0	-5	6	-4	0	0	-1	-1	1.4
5. CCn1c2ccccc2c2cc(NC(=O)COC(=O)c3ccccc3Br)ccc21
→ -4	2	1	7	34	16	0	6	-7	0.2
6. O=C(Nc1ccccn1)C1CCN(C(=O)Nc2ccccc2)CC1
→ .	-2	2	.	.	5	.	1	0	.
7. Cn1c(=O)[nH]c(=O)c2c1nc(SCCN1CCCCC1)n2CCCc1ccccc1
→ 0	10	6	5	46	-9	23	-9	-6	0.6
8. Cc1cccn2c(=O)c3cc(C(=O)NCCc4ccccc4)c(=N)n(CCCn4ccnc4)c3nc12
→ 6	-114	7	-4	10	2	-5	-27	8	1.7
9. CC1CCCC(C)N1C(=O)c1cc(-c2ccco2)on1 (centres undefined)
→ -1	5	3	2	45	-1	4	4	-7	1.3
10. COc1cc(F)ccc1-c1csc(C(NC(C)=O)c2cccc(F)c2)n1 (centres undefined)
→ 0	22	.	.	.	.	-5	7	.	-0.2
11. CCOC(=O)CC(=O)CSc1ccc2nnc(-c3cccc(F)c3)n2n1
→ 2	-9	-3	1	11	3	-4	-7	6	?
12. CC(C)n1c(SCC(=O)Nc2ccccc2)nc2c1c(=O)[nH]c(=O)n2C
→ -3	-10	9	7	29	2	7	3	-4	0.2
13. Cc1cc(C)nc(N/N=C/C2=C(O)CC(c3ccc(F)cc3)CC2=O)n1 (centres undefined)
→ -2	-1	-1	-1	-20	15	13	7	i	1.0
14. CC1(c2ccc(Cl)cc2)NC(=O)N(CC(=O)N2CCCC2)C1=O (centres undefined)
→ -2	-12	-1	1	10	0	-3	-6	-7	-0.2
15. COC(=O)[C@]12C(=O)NC[C@H](CN1c1ccc(C(F)(F)F)cc1)N2C
→ -8	-1	-8	.	.	-3	-4	10	-25	-0.9
16. CC(C)CNC(=O)c1cc2nc(C3CC3)cc(C(F)(F)F)n2n1
→ -2	0	2	-4	.	-6	-25	0	-8	1.0
17. Cc1ccc(OCC(=O)N2CCN(CC3CC4C=CC3C4)CC2)cc1 (centres undefined)
→ 4	19	-1	-2	26	4	6	-1	-2	-0.3
18. O=C(CCn1nc(-c2ccc(Cl)cc2)ccc1=O)N1CCC2(CC1)OCCO2
→ -2	3	5	3	16	9	-4	-1	-3	0.9
19. CCN(CC)CCNC(=O)Cn1nc(-c2ccc(C)cc2)ccc1=O
→ -2	-9	-6	0	31	17	-7	-10	-13	-0.7
20. Cc1ccc(-c2cc(N)n(-c3ccc(C)cc3)n2)cc1
→ 4	8	6	0	0	0	?	6	6	1.8
21. CC(C)C(C)NC(=O)CSc1nnc(-c2c[nH]c3ccccc23)o1 (centres undefined)
→ -1	1	4	-2	4	-1	2	-5	-2	-0.1
22. O=C(Nc1ccc(Cl)cc1)NC1CCCCNC1=O (centres undefined)
→ -2	-16	7	-1	16	-1	1	3	-3	-0.3
23. CCCCNC(=O)Cn1c2c(c(-c3ccccc3Cl)cc1=O)CCC2
→ -6	0	-1	-2	25	-1	6	-4	-8	-0.4
24. CCOC(=O)c1c(-c2ccccc2)oc2ccc(OCC(O)CNCCN(C)C)cc12 (centres undefined)
→ -9	-38	25	0	.	-2	?	-1	11	-7.4
25. C[C@@H]1CN([C@@H](C)CO)C(=O)CCCn2nncc2CO[C@H]1CN(C)C(=O)C1CCCCC1
→ 5	-2	3	.	.	.	-4	4	.	-0.3
26. COC(=O)c1sccc1NC(=S)Nc1ccc(F)cc1
→ 0	-17	-19	-5	-12	3	-5	0	-7	-0.5
27. CCOC(=O)C1CCCN(S(=O)(=O)c2nc3nc(C)cc(C)n3n2)C1 (centres undefined)
→ -4	-3	5	3	-2	.	-4	5	-11	1.5
28. C=CCc1cc(Cl)ccc1OCCN(C)C
→ -3	-13	-9	-6	41	-1	6	-6	-19	-0.3
29. CCNC(=S)N(CCc1c(C)[nH]c2ccc(C)cc12)Cc1cccs1
→ -6	-7	3	7	-17	2	-6	8	20	-1.1
30. O=C(Nc1nccs1)C1CC(=O)N(c2ccccc2Cl)C1 (centres undefined)
→ 1	-15	1	5	0	4	1	-7	-16	-1.0

Excerpt, nos. 2 to 5
Every second line gives: Anthrax LF prot	CCHFV vOTU inh	MazEF act	SARS 3CLpro inh	VHR inh abs	Rv3671c inh	BoNT-F LC inh	PrPC TRFRET	SSB-PriA inh	BoNT-A LC inh2
2. CC1CCCCN1C(=O)c1ccc(S(=O)(=O)N2CCCCC2C)cc1 (centres undefined)
→ 2	5	6	-1	32	1	3	-5	-18	-0.8
3. CN(C)C(=O)N1CCC(C(=O)N2CCCC(C(=O)c3cccc4ccccc34)C2)CC1 (centres undefined)
→ -3	-5	2	3	8	-2	2	-2	-2	0.2
4. COc1ccc(CCN2C(=O)CC(NNC(=O)c3cccc(O)c3)C2=O)cc1 (centres undefined)
→ -5	0	-5	6	-4	0	0	-1	-1	1.4
5. CCn1c2ccccc2c2cc(NC(=O)COC(=O)c3ccccc3Br)ccc21
→ -4	2	1	7	34	16	0	6	-7	0.2

Next records follow.
Every second line gives: Anthrax LF prot	CCHFV vOTU inh	MazEF act	SARS 3CLpro inh	VHR inh abs	Rv3671c inh	BoNT-F LC inh	PrPC TRFRET	SSB-PriA inh	BoNT-A LC inh2
31. COC(=O)c1ccc(-c2sc3nc(N4CCOCC4)c4c(c3c2N)CC(C)(C)OC4)o1
→ 1	8	20	5	4	2	2	-10	-14	1.7
32. Cc1cccc(NC(=O)c2ccco2)c1C
→ -10	-12	-12	2	24	1	9	-1	-6	-0.1
33. Cc1ccc2cc(CCNC(=O)C(C)C)c(=O)[nH]c2c1C
→ -2	-2	10	-3	8	4	4	2	-2	-0.3
34. COCCCN1C(=O)c2ccc(C(=O)NCc3ccco3)cc2C1=O
→ -8	12	-17	-1	19	-7	-2	-9	-3	0.5
35. CCc1cc(C(=O)NC(C)C2CCCO2)cs1 (centres undefined)
→ -1	-5	0	4	-6	2	-2	3	4	-3.6
36. O=C(COC(=O)C1CCC(=O)N1)Nc1cc(Cl)ccc1Cl (centres undefined)
→ 1	-7	0	5	18	-13	-2	1	5	0.4
37. CC1(O)N(Cc2ccccc2)C(=O)OC12CCCCC2 (centres undefined)
→ 0	-4	-22	2	7	-19	0	6	-11	-1.1
38. O=C(COC(=O)CN=C1NS(=O)(=O)c2ccccc21)Nc1ccccc1OC(F)F
→ -1	6	-10	6	23	-4	2	5	-8	-1.3
39. CCCCn1c(CN(C)Cc2ccccc2)nc2c1c(=O)n(C)c(=O)n2C
→ -6	14	-3	-5	34	0	-2	15	-2	-0.4
40. COc1cc(NC(=O)c2ccccc2)c(C)cc1NC(=O)CC(CC(=O)O)c1ccccc1 (centres undefined)
→ -10	8	6	-4	2	-4	8	2	-7	1.8
41. OCC1OC(n2nnc3ccccc32)C(O)C(O)C1O (centres undefined)
→ 1	-11	10	-8	27	4	-7	-4	-3&-7	-1.3
42. Cc1ccc(C2CC(=O)C(C=NCCN3CCN(C(=O)Cc4ccccc4)CC3)=C(O)C2)cc1 (centres undefined)
→ -10	-8	3	-6	24	-1	-10	3	-8	0.2
43. O=C(NCC1CCCO1)c1ccc2c(=O)n(CC3CCCO3)c(=S)[nH]c2c1 (centres undefined)
→ 1	0	-3	-1	0	-3	1	4	-7	0.8
44. O=C(CNC(=O)c1cccs1)NCCN1CCC(Cc2ccccc2)CC1
→ .	-8	.	2	0	3	.	-7	.	.
45. CC1(C)Cc2c(c(-c3ccco3)[nH]c(=O)c2C#N)CO1
→ 0	-2	4	-3	22	10	2	1	5	-0.4
46. CCCN(C(=O)CSc1nc(C2CC2)n(-c2ccccc2)n1)C1CCS(=O)(=O)C1 (centres undefined)
→ -6	8	4	.	.	2	0	-8	-7	-0.3
47. COc1ccc(CCNC(=O)C(=O)NCC2OCCN2S(=O)(=O)c2ccc3c(c2)OCCO3)cc1 (centres undefined)
→ -1	10	-6	11	-20	1	-4	4	6	-1.8
48. O=C(Cc1ccc(Br)cc1)Nc1ccccc1Sc1ccccc1
→ -1	-9	-8	2	21	-5	-13	0	-14	-1.3
49. CS(=O)(=O)c1nc(-c2ccc(Br)cc2)n[nH]1
→ -3	-1	-2	-1	16	-1	-5	-4	10	-0.2
50. CCCN(CCC)CCCNC(=O)c1cc2c(=O)n(C)c3ccccc3c2n1C
→ -1	0	6	-3	38	-11	-1	-4	0	0.2
51. CCOc1ccc(N2CC(C(=O)Nc3ccc(S(=O)(=O)Nc4nccs4)cc3)CC2=O)cc1 (centres undefined)
→ 4	-9	-5	2	12	5	-4	4	7	-0.4
52. CCCc1c(C(=O)N/N=C/c2ccc(OCc3ccc(F)cc3)cc2)nnn1-c1nonc1N
→ -1	-1	-48	.	.	.	2	-9	.	-0.2
53. Cc1ccc(NC(=O)CSc2nnc(CNC(=O)c3cccs3)o2)c(C)c1
→ -1	-9	2	-1	2	2	2	-2	-13	-0.2
54. C#Cc1ccc(CN2CCN(CCc3ccccc3)C(CCO)C2)cc1 (centres undefined)
→ -7	-10	-11	0	6	4	-29	-5	-20	1.4
55. Cc1[nH]c2ccccc2c1C(=O)COC(=O)c1ccc([N+](=O)[O-])s1
→ -2	0	5	-1	-3	-3	4	-2	45*	0.1
56. Cc1cccc(OC(=O)Cn2c(C(F)(F)F)nc3ccccc32)c1
→ -3	7	-2	-2	28	5	-2	2	3	0.2
57. CC1CN(C(=O)c2ccc(COCC(F)(F)F)o2)CC(C)O1 (centres undefined)
→ -5	-6	6	2	13	4	-8	5	-2	-1.6
58. COc1ccc(NC(=O)O/N=C/c2ccc(Br)cc2)cc1
→ -9	6	15	2	27	-1	?	14	.	0.8
59. C/C(CC(=O)C(F)(F)F)=N\NC(=O)/C(C#N)=C/N(C)C
→ -7	8	2	5	2	7	-7	4	.	-1.8
60. C=CCn1c(SCC#N)nc2c(c1=O)C(C)(C)Cc1ccccc1-2
→ -1	9	7	0	-6	0	-3	9	-13	-0.2

This is a subset; the hit share may differ from the screen's.
